BRCA1 expr act: BRCA1 expression activation | MCF7-BRCA1-FFLuc reporter, luminescence, 48 h; response scale: scaled: vehicle 0%, 10 µM genistein 100% | Potency, µM (top dose mostly 46.1 µM), inactives show at the top dose activation, most hits filed as activators | 1.1% of 380,000 active | AID 624202; also: potency is read from the fitted curve at half-maximal effect; nearly all actives have a fitted effect of over 80% in size; some results filed as inactive show a strong effect at the top dose
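MCF7-BRCA1-FFLuc, 2000 cells/well; 2 h attach, 37 °C/5% CO2; compound 48 h; luciferase substrate 15 min; luminescence end-point. Norm. to genistein 10 microM max activation and DMSO; concentration-response curves fitted.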
USP2a inh: inhibitors of human ubiquitin-specific protease USP2a. Potency, µM (top dose mostly 38.3 µM), for the others: at the top dose activity change, negative = inhibition, most hits filed as inhibitors. 0.01% of 330,000 active. AID 463254. USP2 core, Ub-CHOP2 coupled fluorogenic reporter, 485/531;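 also: potency is read from the fitted curve at half-maximal effect; plate controls were DMSO wells for no effect and full inhibition by NEM control for full effect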
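USP2 core (10nM final) preincubated 30min RT with compound in 20mM Tris-HCl pH 8.0, 2mM CaCl2, 2mM beta-mercaptoethanol, 0.05% CHAPS; 25nM Ub-CHOP2 plus 25nM reporter substrate added, fluorescence (Ex485/Em531) read after 60min.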
uPA generation: cell surface uPA generation inhibition; AID 540303; cell surface uPA generation assay, qHTS; 0.31% of 330,000 active; Potency, µM (highest dose often 38.3 µM), for the others: top-dose activity change, negative = inhibition, actives largely listed as inhibitors; active = well fitted inhibition curve with a large enough effect; inconclusive = small, poorly fitted or top-dose-only effect; inactive = no such curve, though single readings can be large or run the other way; tested in mouse RAW 264.7 cells; also: potency is read from the fitted curve at half-maximal effect; % is scaled to controls: 0 for no effect and ±100 for the full control effect; nearly all actives have a fitted effect of over 55% in size
B2AR arrestin: beta2AR (human) beta-arrestin recruitment activity; P07550; Potency, µM (doses to about 46.1 µM), without a hit: at the highest dose activation, actives largely listed as activators; 0.02% of 330,000 active; beta-arrestin recruitment to beta2AR, cell-based reporter; AID 492947;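 also: potency is read from the fitted curve at half-maximal effect; 0% = DMSO controls and full agonism = EC100 isoproterenol or metaproterenol; nearly all actives have a fitted effect of over 65% in size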
TSG101-PTAP inh: blocks PTAP/TSG101 interaction to inhibit HIV-1 budding | Q99816 | Fluorescence polarization, FITC-PTAP peptide / Tsg101 binding | Potency, µM (top dose mostly 115 µM), for inactives: at the top dose activity change, negative = inhibition, actives largely listed as inhibitors | 340,000 tested, under 10 active; active = well fitted inhibition curve with a large enough effect in the main read-out, with a control signal flat, not every such curve was filed as active; inconclusive = small, poorly fitted or top-dose-only effect, or effect the other way, or a change in a side signal; inactive = no such curve, though single readings can be large or run the other way; also: potency is read from the fitted curve at half-maximal effect; % of control where 0% means no effect
Target sequence (Q99816 whole entry, looked up): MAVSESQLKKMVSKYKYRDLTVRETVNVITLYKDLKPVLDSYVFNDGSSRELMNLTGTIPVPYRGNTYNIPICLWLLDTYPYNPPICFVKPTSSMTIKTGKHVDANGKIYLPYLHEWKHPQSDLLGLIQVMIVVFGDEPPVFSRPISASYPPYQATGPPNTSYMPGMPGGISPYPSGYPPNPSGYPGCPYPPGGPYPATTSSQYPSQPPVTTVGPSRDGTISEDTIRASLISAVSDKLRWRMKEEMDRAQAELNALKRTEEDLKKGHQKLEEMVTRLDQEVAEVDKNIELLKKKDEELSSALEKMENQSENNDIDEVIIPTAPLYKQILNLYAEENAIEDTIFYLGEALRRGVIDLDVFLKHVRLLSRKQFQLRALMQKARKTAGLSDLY
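FP read-out: FITC-PTAP peptide, 50 nM final, binding Tsg101 binding domain, 10 uM final; 20 min, r.t.; 10 mM HEPES pH 7.5, 0.15 M NaCl, 0.01% Tween 20, 3 mM EDTA, 0.1 mM TCEP.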
p53 reactivation: re-activators of mutant p53; H1299 p53-A138V BP100-luciferase reporter, luminescence, 24 h; Potency, µM (titrated, usually from 92.2 µM), for the others: at the top dose activity change, positive = activation, usual class: activators; 0.063% of 320,000 active; AID 504706; also: potency is read from the fitted curve at half-maximal effect; % of control where 0% means no effect; nearly all actives have a fitted effect of over 45% in size
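p53-null H1299 cells stably carrying temperature-sensitive p53-A138V and a BP100-luciferase reporter were pinned with compounds (4-point, 1:5 series) and held 24 hrs at 37 deg C. Luminescence was read 10 min after detection reagent.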
Eya2 inh: inhibitors of human Eya2 phosphatase activity; recombinant Eya2, OMFP fluorescence dephosphorylation (OMFP is methylfluorescein phosphate); Potency, µM (doses to about 76.9 µM), inactives show top-dose activity, negative = inhibition, hits mostly inhibitors; O00167; 0.006% of 330,000 active; also: potency is read from the fitted curve at half-maximal effect; % is scaled to controls: 0 for no effect and ±100 for the full control effect
Target sequence (O00167 whole entry, looked up): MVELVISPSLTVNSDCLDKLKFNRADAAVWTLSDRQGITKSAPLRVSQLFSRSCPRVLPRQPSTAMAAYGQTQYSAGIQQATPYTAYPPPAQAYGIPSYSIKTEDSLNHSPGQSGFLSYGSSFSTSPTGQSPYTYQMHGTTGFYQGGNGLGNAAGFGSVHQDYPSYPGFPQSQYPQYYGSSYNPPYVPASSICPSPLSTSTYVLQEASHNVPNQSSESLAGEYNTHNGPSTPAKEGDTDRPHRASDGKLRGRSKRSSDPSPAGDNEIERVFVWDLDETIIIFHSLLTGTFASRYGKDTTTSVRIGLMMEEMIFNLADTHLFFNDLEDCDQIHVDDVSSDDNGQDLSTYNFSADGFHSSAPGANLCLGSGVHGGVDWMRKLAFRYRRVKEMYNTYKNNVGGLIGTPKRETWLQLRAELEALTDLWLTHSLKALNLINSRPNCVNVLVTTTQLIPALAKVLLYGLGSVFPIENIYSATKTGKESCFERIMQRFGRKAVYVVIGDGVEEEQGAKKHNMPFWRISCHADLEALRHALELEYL
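Eya2 (0.2 uM) preincubated 10 min at ambient with compound, then OMFP substrate added at 50 uM; 10 min reaction in 50 mM HEPES pH 7.5, 50 mM NaCl, 5 uM MgCl2, 0.05% BSA, 1 mM DTT. Fluorescence read at Ex 485/Em 525 nm.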
a7 integrin act: activators of alpha7 integrin expression for muscular dystrophy | alpha7betagal myoblasts, beta-gal FDG fluorescence, 48 h | Potency, µM (series often up to 38.3 µM), for the others: at the top dose activation, most hits filed as activators | 0.064% of 350,000 active;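 also: potency is read from the fitted curve at half-maximal effect; 100% = response of the positive control SU9516; nearly all actives have a fitted effect of over 60% in size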
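Alpha7betagal+/- myoblasts (passage 13) were plated 16-24 hr, then exposed to compounds (1:260 dilution of DMSO stock) for 48 hours at 37C. After MPER lysis, β-galactosidase reporter activity was read as FDG fluorescence (ex 480/em 540) after 30 minutes.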
TRPV1 agonist: agonists of human vanilloid receptor 1 (TRPV1). Q8NER1. AID 540275. 0.19% of 320,000 active. TRPV1-expressing cells, Fluo-8 calcium influx, agonist mode. activation, % at 8.33 µM; in the data active = activation above about 80%; inconclusive = between about 30% and that limit; also: 0% is about no effect
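Cells expressing TRPV1 were dye-loaded with Fluo-8 and read kinetically: 10 s baseline, 3 min after compound (agonist portion), then 2 min after EC20 capsaicin (allosteric enhancer portion). Calcium-bound dye fluorescence at 480/520 nm.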
ELG1 genotoxic: induces genotoxicity in HEK293T cells with luciferase-tagged ELG1. HEK293T ELG1-luciferase reporter, luminescence, 16 h. Potency, µM (top dose mostly 46 µM), without a hit: at the top dose activity change, positive = activation, hits mostly activators. 1.3% of 330,000 active; also: potency is read from the fitted curve at half-maximal effect; % of control where 0% means no effect; nearly all actives have a fitted effect of over 60% in size
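ELG1-luciferase HEK293T cells, 2,000/well; compound pinned in; 16 hr, 37 °C, 5% CO2; ONE-Glo, 30 min RT; luminescence on CCD imager.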
ASM inhibitor: blocks human secretory acid sphingomyelinase; P17405; placental ASM, HMU-PC fluorogenic substrate, 60 min; Potency, µM (doses to about 57.5 µM), for the others: at the highest dose activity change, negative = inhibition, actives largely listed as inhibitors; 0.006% of 340,000 active; also: potency is read from the fitted curve at half-maximal effect
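Human placenta-derived ASM enzyme was preincubated with compound for 10 minutes at room temperature, then given fluorogenic substrate HMU-PC0 (9 uM final) for 60 minutes at 37 °C; a pH 10 stop preceded fluorescence reading at Ex 386/Em 447 nm.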
The depositor's hits bear a star; u = inconclusive; x = not tested or not shown; [ ] = another dose, or the depositor's remark. Unless noted, calls follow the shape of the dose curve; as a rule, active = well fitted curve in the direction sought with a large enough effect; inconclusive = small, poorly fitted or top-dose-only effect, or another doubt; inactive = no such curve, though single readings can be large; an effect the other way counts as inactive or inconclusive. Compounds were not picked by outcome (roughly 2.6% active in at least one column).

SMILES	BRCA1 expr act	USP2a inh	uPA generation	B2AR arrestin	TSG101-PTAP inh	p53 reactivation	Eya2 inh	a7 integrin act	TRPV1 agonist	ELG1 genotoxic	ASM inhibitor
O=C(NNC(=O)c1ccccc1Cl)c1ccc2c(=O)n3c(nc2c1)CCC3	11%	3%	2%	-0.1%	-6%	u	-3%	-29%	-3	3%	0%
O=[N+]([O-])c1c(Nc2ccccc2O)cc(Cl)c2nonc12	-96%	-3%	-8%	0.3%	-1%	-16%	0%	-19%	0	-17%	0%
N=C1/C(=C/c2ccc(OCc3ccccc3F)cc2)C(=O)N=C2SC(CC(=O)N3CCOCC3)=NN12	u	3%	-4%	0.7%	-5%	u	5%	-4%	1	7%	-12%
COC(=O)c1ccc(SCC(=O)NC2CCCCC2)c([N+](=O)[O-])c1	38%	-1%	-2%	0.0%	0%	25%	-12%	-5%	-1	-3%	-2%
C=CCOc1cccc(/C=N/NC(=O)C(OC)c2ccccc2)c1 (configuration not stated)	1%	-1%	-1%	-0.2%	-1%	x	1%	25%	23	-2%	-1%
CC(/C=C/c1ccccc1)=N\Nc1ccccc1[N+](=O)[O-]	84%	1%	3%	-0.3%	-4%	12%	2%	-5%	-1	14%	-18%
O=C(NCc1nc2ccccc2[nH]1)C1=C[C@H](c2csc3ccccc23)C[C@H](OCc2ccc(CO)cc2)O1	-65%	-1%	-11%	0.4%	-3%	0%	0%	-20%	-1	-10%	-15%
CCOc1ccc(NC(=O)COC(=O)Cc2ccsc2)cc1	1%	-1%	2%	-1.3%	-3%	8%	1%	19%	x	-1%	0%
NS(=O)(=O)c1ccc(CNC(=O)CCCSc2ccccc2)cc1	-4%	0%	x	0.2%	-5%	-1%	9%	1%	84*	-1%	4%
COc1ccccc1NC(=O)NNC(=O)CCN1CCOCC1	10%	-1%	-1%	-0.4%	-4%	0%	-2%	-1%	-3	0%	6%
COc1ccc(C2CC(=O)C=C(O)C2)cc1 (configuration not stated)	0%	1%	6%	0.7%	-8%	2%	3%	-4%	0	0%	-6%
Cc1cc(C)c(S(=O)(=O)N2CCOC2CNC(=O)C(=O)NCCc2c[nH]c3ccccc23)c(C)c1 (configuration not stated)	-8%	-2%	-2%	-0.5%	-2%	1%	0%	10%	0	-8%	-3%
N#Cc1c(NC(=O)CN2CCOCC2)oc(-c2ccccc2)c1-c1ccccc1	-33%	0%	3%	0.5%	-7%	-3%	-10%	-43%	2	-13%	-10%
CCCCNc1nc2ccccc2n1CC(=O)N1CCc2ccccc2C1	-7%	2%	x	-0.1%	0%	-11%	-8%	1%	6	-5%	4%
CCCC(=O)Nc1ncnc2c1ncn2[C@@H]1O[C@@H]2OP(=O)(O)OC[C@H]2[C@H]1OC(=O)CCC	10%	1%	-14%	-0.1%	-4%	-5%	4%	x	0	20%	1%
CCOc1ccc(NC(=O)CSc2nnc(-c3cc(C)[nH]n3)n2N)cc1	-15%	1%	3%	-0.7%	-6%	2%	1%	-13%	-1	0%	1%
Cc1ccc(NC(=O)c2nc3nccc(C)n3n2)c(C)c1	21%	0%	0%	0.1%	-2%	1%	7%	18%	-3	u	-1%
CCC1c2ccc(C)n2CCN1C(=O)Nc1cc(Cl)ccc1OC (configuration not stated)	-41%	16%	1%	4.0%	-4%	-9%	11%	-12%	0	0%	14%
CCOc1ccc(S(=O)(=O)NCCC(=O)Nc2ncccc2C)cc1	3%	2%	17%	-0.1%	x	x	-4%	4%	-2	0%	-4%
NS(=O)(=O)c1ccc(Nc2c([N+](=O)[O-])cncc2[N+](=O)[O-])cc1	-29%	-1%	-4%	-0.2%	1%	x	-7%	-15%	-1	-9%	-4%
COC(=O)C1CCN(c2cnccn2)CC1	-15%	1%	-1%	-0.6%	-5%	-3%	-3%	13%	0	-1%	3%
Cn1nc(-c2ccc(Cl)cc2)c2cc(C(=O)NCCCN3CCCC3)sc21	-66%	1%	-28%	0.5%	-7%	-2%	-11%	-50%[inhibitor]	1	u	-20%
CC1CCN(C(=O)COC(=O)c2ccc3c(c2)OCO3)CC1	2.5µM*	6%	5%	-1.0%	-1%	13%	-7%	6%	14	u	0%
O=S(Cc1cc(Oc2ccccc2)nc(-c2ccccc2)n1)c1ccccc1 (configuration not stated)	-33%	1%	3%	0.5%	-5%	-4%	-6%	14%	u	0%	-8%
CC(C)(CC(=O)O)CC(=O)NCc1c(Cl)cccc1Sc1ccc(Cl)cc1	-21%	-4%	-3%	-0.4%	1%	0%	-16%	24%	5	0%	0%
O=C1/C(=C\Nc2ccc(OC(F)(F)F)cc2)CCN1c1ncccn1	56%	1%	-1%	0.4%	-1%	17%	-20%	-21%	5	9.2µM*	6%
Cc1ccc(NC(=O)COc2ccccc2)cc1Cl	18%	-1%	2%	3.7%	-4%	x	-9%	29%	u	15%	0%
COc1ccc(S(=O)(=O)N2CCCCCC2)cc1C(=O)Nc1cc(C)ccn1	-19%	-2%	20%	0.4%	-2%	2%	10%	-29%	23	0%	-9%
CNC(=O)c1snnc1-c1ccccc1	25%	2%	1%	0.4%	-5%	-3%	18%	-12%	-1	-1%	6%
COc1cc(-c2nnc(NC(=O)c3ccco3)o2)cc(OC)c1OC	4%	6%	-1%	0.0%	0%	-2%	0%	-18%	-3	5%	1%
COc1ccccc1CNC(=O)CSc1nn2c(=O)c(C(C)(C)C)nnc2s1	-10%	6%	9%	0.1%	-4%	-2%	10%	0%	-2	-12%	-7%
CCOc1ccc(-c2ncncc2-c2ccc(OC)cc2)c(O)c1	14%	2%	9%	-0.2%	-1%	0%	-2%	11%	7	-12%	-6%
Cc1nn(CCc2n[nH]c(=S)n2C)c(C)c1Br	-17%	4%	0%	-0.2%	x	6%	-8%	25%	0	1%	5%
Cc1ccc(NC(C(=O)c2ccccc2)c2ccccc2)cc1 (configuration not stated)	3%	x	-2%	x	-1%	x	x	13%	x	x	-3%
CC(=O)Nc1ccc(/C(C)=N/NC(=O)c2ccncc2)cc1	1%	2%	2%	-0.1%	0%	-1%	11%	11%	18	7%	6%
Nc1nc(-c2ccc3c(c2)OCCO3)cs1	81%	-5%	-11%	0.5%	-3%	26%	14%	-27%	-1	21µM*	-1%
COc1ccc2oc(C(=O)Nc3nc(-c4ccccn4)cs3)c(C)c2c1	-54%	-2%	u	0.0%	-8%	12%	2%	5%	-1	-7%	x
CC(C)[C@H](NC(=O)c1ccccc1Cl)C(=O)OCC(=O)NC(=O)NC1CCCC1	-18%	1%	1%	-0.8%	0%	-8%	-9%	5%	-9	-2%	1%
c1ccc(OCc2nn3c(-c4cccnc4)nnc3s2)cc1	1%	2%	0%	-0.3%	-1%	-5%	0%	12%	-2	-1%	0%
O=C(Nc1cccc(C(F)(F)F)c1)Oc1ccc(Cl)c2cccnc12	-44%	-4%	4%	u	3%	18%	-13%	-73%[inhibitor]	10	-6%	-5%
CCCCCCSc1cc(-c2nc3ccc(C)cn3c2NCCCC)ccc1OC	-9%	-1%	14%	0.1%	-2%	-1%	0%	-30%	x	-8%	232%[activator]
COC(=O)C(Cc1c[nH]c2ccccc12)NC(=O)C(C)C (configuration not stated)	0%	1%	-8%	-0.2%	-1%	-5%	7%	-15%	-2	1%	11%
O=C1CCCN1c1ccc(S(=O)(=O)NCCc2ccc(Cl)cc2)cc1	-27%	-2%	x	0.2%	-7%	-5%	-2%	-5%	1	-2%	1%
Cc1ccc(-n2c(=O)c3sccc3n(Cc3cc(=O)n4ccccc4n3)c2=O)cc1F	x	5%	x	-0.5%	x	u	6%	x	-3	4%	x
O=C(NC1CCCCC1)c1ccc(COc2ccccc2)o1	-8%	3%	-1%	0.0%	-7%	3%	-5%	-22%	23	0%	2%
O=C(NC(=S)Nc1ccccc1N1CCCC1)c1ccc(F)cc1	-48%	-6%	16%	7.1%	-4%	13%	-12%	-13%	24	0%	0%
O=C(/C=C/c1ccccc1)OCc1cnc(Cl)s1	-1%	-1%	13%	-0.1%	-2%	7%	11%	1%	u	2%	2%
CCOc1cc(NC(=O)c2cccs2)c(OCC)cc1NC(=O)CCC(=O)NCC1CCCO1 (configuration not stated)	-6%	5%	6%	-1.1%	3%	-1%	10%	-3%	5	-5%	0%
O=C(CSc1c[nH]c2ccccc12)NCc1ccc2c(c1)OCO2	-1%	1%	8%	-0.3%	0%	0%	8%	0%	u	1%	-2%

Screening results as filed in PubChem.
